Assay outcomes (PubChem BioAssay)
ERK EGF block = blocks ERK signaling stimulated by EGF. Potency, µM (top dose mostly 11.5 µM), without a hit: top-dose activity change, negative = inhibition, hits mostly inhibitors. HEK293-V1b, EGF-stimulated phospho-ERK AlphaScreen. 130,000 compounds, 0.41% hits; active = well fitted inhibition curve with a large enough effect; inconclusive = small, poorly fitted or top-dose-only effect, or effect the other way;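 also: plate controls were stimulated vehicle wells for no effect and unstimulated vehicle basal for full effect; nearly all actives have a fitted effect of over 55% in size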
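HEK293 cells stably expressing V1b receptor, serum-reduced (1% FBS) overnight, pretreated 30 min with compound, then stimulated 5 min with 25 nM EGF; phospho-ERK detected by AlphaScreen SureFire. AC50 from Hill fits, normalized to DMSO and EGF.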
Active calls of the source: *; [ ] = remark or other dose. Potency is read from the fitted curve at half-maximal effect.

How did CCNC(=O)NC(=O)C(C)Oc1ccc(Br)cc1Br (stereo unspecified) do in these assays?
ERK EGF block: 20%

How did O=c1[nH]c(=O)c2cc([N+](=O)[O-])cc([N+](=O)[O-])c2[nH]1 do in these assays?
ERK EGF block: 2%

How did COc1ccc(Oc2ncc3ncc(=O)n(CCc4ccccc4)c3n2)cc1 do in these assays?
ERK EGF block: 4%

Results for O=c1c2cc(N3CCOCC3)ccc2[nH]c(=S)n1CCc1ccccc1 ?
ERK EGF block: -4%[57.5 µM]

What do the screens show for `CS(=O)(=O)N1CCN(C(=O)COc2ccc3ccccc3c2)CC1`?
ERK EGF block: 2%[57.5 µM]

Results for CCOc1cc(CNCCc2ccccc2)ccc1OCC(=O)NC(C)(C)C ?
ERK EGF block: 27%

What do the screens show for `COc1ccccc1C(=O)Nc1nsc(-c2ccccc2)n1`?
ERK EGF block: -9%[57.5 µM]

Results for COc1ccc(NC(=O)NCc2ccco2)c(OC)c1 ?
ERK EGF block: 0%

What do the screens show for `Cc1[nH]c(=O)nc2c1CCC2`?
ERK EGF block: -2%

How did CCN1CCN(C(=O)c2ccc(CN(c3ccccc3)S(=O)(=O)c3ccccc3)cc2)CC1 do in these assays?
ERK EGF block: 19%

How did COC(=O)Cn1cnc2c1c(=O)n(C)c(=O)n2C do in these assays?
ERK EGF block: -5%

How did O=C(/C(C=Nc1cccc(C(F)(F)F)c1)=C(/O)c1ccco1)C(F)(F)F do in these assays?
ERK EGF block: 27%

How did COc1cc(NC(=O)CSc2nnc3c(C)cc4c(C)ccc(C)c4n23)c(C(=O)O)cc1OC do in these assays?
ERK EGF block: 0%

Results for CC[n+]1c(/C=C(\C)OC)sc2ccccc21 ?
ERK EGF block: -1%

How did COc1ccccc1NC(=O)NCc1ccco1 do in these assays?
ERK EGF block: 6%

Results for Cc1ccc(CNC(=O)COC(=O)C2CCN(S(=O)(=O)c3cccs3)CC2)cc1 ?
ERK EGF block: -1%

How did CC1=C(C(=O)Nc2ccc(C)cc2)C(c2ccco2)NC(=O)N1 (stereo unspecified) do in these assays?
ERK EGF block: -11%

Results for O=C(Cc1ccccc1[N+](=O)[O-])NCc1ccc2c(c1)OCO2 ?
ERK EGF block: 6%

What do the screens show for `C/C(=N\Nc1ccc(S(N)(=O)=O)cc1[N+](=O)[O-])c1ccc2c(c1)OCO2`?
ERK EGF block: inconclusive

Results for CC(=O)Nc1cccc2ncccc12 ?
ERK EGF block: -2%

What do the screens show for `Cc1ccccc1OCC(=O)N/N=C/c1cccc(Oc2ccc([N+](=O)[O-])cc2[N+](=O)[O-])c1`?
ERK EGF block: -3%

Results for Clc1cccc(Cl)c1Cn1nnc(N2CCCC2)n1 ?
ERK EGF block: 17%[57.5 µM]

Results for CCCCC(CC)C(=O)Nc1cc([N+](=O)[O-])ccc1F (stereo unspecified) ?
ERK EGF block: 5%

What do the screens show for `C/C=C(\C)C(=O)NCCN1C2=NC[C@@H](C)N2C[C@@H]1Cc1ccc(OC)cc1`?
ERK EGF block: 3%[57.5 µM]

What do the screens show for `COc1ccc(NC(=O)c2cccnc2SC)cc1OC`?
ERK EGF block: -3%

How did Cn1c(=O)[nH]c(NC2CCCCC2)c([N+](=O)[O-])c1=O do in these assays?
ERK EGF block: 6%

How did Cc1ccc(OCc2n[nH]c(=S)n2-c2ccc(C)cc2)cc1 do in these assays?
ERK EGF block: -6%

How did Cc1ccc(S(=O)(=O)N(C)C)cc1NC(=O)c1cccnc1Oc1ccccc1 do in these assays?
ERK EGF block: -5%[57.5 µM]

Results for O=C(O)c1ccccc1C1Nc2ccccc2C(=O)N1CCCN1CCOCC1 (stereo unspecified) ?
ERK EGF block: 11%[57.5 µM]

Results for CCCCn1c(SCC(=O)/C(C#N)=C(\C)N)nc2ccccc2c1=O ?
ERK EGF block: 0%

Results for CCOC(=O)CSc1nnc(-c2ccc3ncccc3c2)n1C ?
ERK EGF block: 3%[57.5 µM]

What do the screens show for `COc1ccc(C(=O)Nc2c(Cl)cc(Cl)cc2C(=O)N2CCC(C)CC2)cc1`?
ERK EGF block: 22%

How did CCCOc1ncnc2c1[nH]c1ccc(OC)cc12 do in these assays?
ERK EGF block: -12%[57.5 µM]

How did COc1cc(CC(=O)OCn2nnc3ccccc3c2=O)cc(OC)c1OC do in these assays?
ERK EGF block: -1%

How did COc1ccc(/C=C(\C#N)C(=O)OCC(=O)NCc2ccccc2)cc1 do in these assays?
ERK EGF block: 1%

How did CCCNC(=O)/C=C/C(=O)O do in these assays?
ERK EGF block: -1%

Results for CC(=O)N1CCN(CC(=O)Nc2cccc(S(=O)(=O)N3CCCCCC3)c2)CC1 ?
ERK EGF block: 5%

Results for CCC(=O)c1ccc(OCC(=O)NCC2(N3CCCCC3)CCCCC2)cc1 ?
ERK EGF block: 20%

How did Cc1c(NC(=O)CN2C(=O)c3ccccc3S2(=O)=O)c(=O)n(-c2ccccc2)n1C do in these assays?
ERK EGF block: 6%

Results for COc1ccc(NC(=O)C2CC(=O)N/C(=N/N=C/c3ccccc3)S2)cc1 (stereo unspecified) ?
ERK EGF block: 0%[57.5 µM]

What do the screens show for `O=C(CCCCl)NC(=S)Nc1ccc(CN2CCOCC2)cc1`?
ERK EGF block: 7%[57.5 µM]

What do the screens show for `CC(CNS(=O)(=O)c1ccccc1)(c1ccccc1)N1CCCCC1` (stereo unspecified)?
ERK EGF block: 1%[57.5 µM]

How did CCCNC(=O)COC(=O)c1cc(C)nc2ccccc12 do in these assays?
ERK EGF block: -6%

How did CCN1CCN(c2cc(C)nc(-c3ccccc3O)n2)CC1 do in these assays?
ERK EGF block: -11%[57.5 µM]

What do the screens show for `CCOC(=O)C1=C(N)Oc2c(oc(CO)cc2=O)C1c1ccc(F)cc1` (stereo unspecified)?
ERK EGF block: -2%

How did O=C1CC(c2cccs2)c2ccc3ccccc3c2N1 (stereo unspecified) do in these assays?
ERK EGF block: -4%

Results for Cc1cc2cc(CNC(=S)Nc3ccc(OC(F)(F)F)cc3)ccc2[nH]1 ?
ERK EGF block: -11%

Results for Nc1ccc(Oc2ccccc2F)nc1 ?
ERK EGF block: 6%[57.5 µM]

How did Cc1c(C(N)=O)sc2ncn(CCOc3ccccc3)c(=O)c12 do in these assays?
ERK EGF block: -2%

Results for COc1cccc(C(C(=O)NC2CCCCC2)N(CC2CCCO2)C(=O)CNC(=O)c2ccco2)c1 (stereo unspecified) ?
ERK EGF block: 5%

What do the screens show for `COc1ccc(/C=N/NC(=O)C(N)=O)c(OC)c1OC`?
ERK EGF block: -1%

How did Cc1cccc(-n2c(-c3ccco3)n[nH]c2=S)c1 do in these assays?
ERK EGF block: 4%

Results for C=CCc1cccc2cc(C(=O)NNC(=O)c3ccncc3)c(=O)oc12 ?
ERK EGF block: 2%

How did O=C(CCc1ccccc1)NC(=S)NCc1ccco1 do in these assays?
ERK EGF block: -5%

How did CCOC(=O)c1ccc(NC(=O)Cn2cnc3cc(C)c(C)cc32)cc1 do in these assays?
ERK EGF block: 7%[57.5 µM]

How did COc1ccc(C(=O)CSc2nnc(-c3ccco3)c(-c3ccco3)n2)cc1 do in these assays?
ERK EGF block: -2%

Results for CCCCCC(CC(=O)O)C(=O)O (stereo unspecified) ?
ERK EGF block: 23%

What do the screens show for `Cc1cc(NC(=O)CN2CCN(C)CC2)no1`?
ERK EGF block: -3%

What do the screens show for `O=C(NCCc1ccccc1)c1nc2c(nnn2Cc2ccccc2Cl)c(=O)[nH]1`?
ERK EGF block: -5%

Results for COc1ccc(CNC(=O)c2c(C)nc3ccccn23)cc1 ?
ERK EGF block: 3%

Looked up one by one from the list above, 2 records:
How did CCOC(=O)c1ccc(NC(=O)Cn2cnc3cc(C)c(C)cc32)cc1 do in these assays?
ERK EGF block: 7%[57.5 µM]

How did Cc1cccc(-n2c(-c3ccco3)n[nH]c2=S)c1 do in these assays?
ERK EGF block: 4%

Further compounds follow.
Results for O=C(Nc1ccccc1Cl)N1CCN(C/C=C/c2ccccc2)CC1 ?
ERK EGF block: 4%

What do the screens show for `Cc1ccc(C=Nc2ccccc2C(N)=O)o1`?
ERK EGF block: -4%

What do the screens show for `C/C=C\C=C/C(=O)Nc1cccc(C2=NOC3(C2)C[C@@H](C(N)=O)N(C(=O)/C=C/C=C\C)C3)c1` (stereo partly specified)?
ERK EGF block: -1%[57.5 µM]

Results for O=c1c(C(c2ccc(F)cc2)c2c(O)nc3n(c2=O)CCS3)c(O)nc2n1CCS2 ?
ERK EGF block: -8%[57.5 µM]

Results for NNC(=O)CC(=O)NC1(Cc2ccc(O)cc2)CCCCC1 ?
ERK EGF block: -8%

What do the screens show for `O=C(COc1ccc(Cl)cc1[N+](=O)[O-])N1CCCCC1`?
ERK EGF block: -20%

Results for CN(C)CCCO/N=C(\c1ccccc1)c1ccncc1 ?
ERK EGF block: 7%

What do the screens show for `CC(=O)Nc1ccc(-c2cc(-c3ccccc3)nc(-c3ccccc3)n2)cc1`?
ERK EGF block: 4%

How did CN(C(=O)CCc1nnc(CCCCc2ccccc2)o1)C1CC(C)(C)NC(C)(C)C1 do in these assays?
ERK EGF block: 6%

How did Cc1ccc(N2NC(=O)/C(=C\c3cc4c(cc3[N+](=O)[O-])OCO4)C2=O)cc1C do in these assays?
ERK EGF block: -4%

Results for CCOC(=O)C(C)Sc1nnc(NC(=O)c2cccc([N+](=O)[O-])c2C)s1 (stereo unspecified) ?
ERK EGF block: 3%

Results for COC(=O)C1=NN(c2ccccc2OC)C2C(=O)N(c3ccccc3OC)C(=O)C12 (stereo unspecified) ?
ERK EGF block: 1%

What do the screens show for `CC(C)n1c(O)c(N=NC(=O)C2COc3ccccc3O2)c2ccccc21` (stereo unspecified)?
ERK EGF block: 7%

Results for O=C(CNC(=O)/C=C/c1ccccc1)N=Nc1c(O)n(Cc2ccccc2)c2ccccc12 ?
ERK EGF block: 5%

How did CCN(CC)C(=O)CSc1nc2cc3c(cc2c(=O)n1CCCC(=O)NCCc1ccc(OC)c(OC)c1)OCO3 do in these assays?
ERK EGF block: inconclusive

What do the screens show for `CCCCN(C)C(=O)CCCc1c[nH]c2ccccc12`?
ERK EGF block: 0%

Results for CCOC(=O)N1CCN(C(=O)c2cn(CC)c3ccc(S(=O)(=O)N4CCCCC4)cc3c2=O)CC1 ?
ERK EGF block: -6%

What do the screens show for `CCOCCCn1c(=NC(=O)c2ccco2)c(C(=O)OCC)cc2c(=O)n3cccc(C)c3nc21`?
ERK EGF block: -25%[57.5 µM]

What do the screens show for `O=C(O)/C=C\C(=O)Nc1ccc(Oc2ccc(Br)cc2)cc1`?
ERK EGF block: -3%

What do the screens show for `Cc1ccc(C)c(-n2cc(CN3CCCN(C=O)CC3)c(-c3ccccc3)n2)c1`?
ERK EGF block: -14%

How did COc1ccc(N2C(=O)c3ccccc3NC2c2ccc(OC)c(Cn3cc([N+](=O)[O-])cn3)c2)cc1 (stereo unspecified) do in these assays?
ERK EGF block: -7%[57.5 µM]

How did C=C1SC(=Nc2ccccc2Cl)N(C(=O)c2sc3ccccc3c2Cl)C1(C)C do in these assays?
ERK EGF block: 20%[57.5 µM]

What do the screens show for `CCn1c(=O)c(-c2nc3ccccc3[nH]2)c(O)c2ccccc21`?
ERK EGF block: -1%

How did CCCC(=O)Nc1nnc(SCC(=O)Nc2ccc3c(c2)OCCO3)s1 do in these assays?
ERK EGF block: 5%

How did Cc1ccc(OCC(=O)N2CCN(S(=O)(=O)c3ccccc3[N+](=O)[O-])CC2)cc1 do in these assays?
ERK EGF block: -1%

Results for COc1cccc2c1OC1(CCN(C(C)C)CC1)N1N=C(c3cccnc3)CC21 (stereo unspecified) ?
ERK EGF block: -10%[57.5 µM]

What do the screens show for `O=C(Nc1cc(Cl)ccc1Oc1ccccc1)c1ccccc1F`?
ERK EGF block: -3%

What do the screens show for `COc1cc(S(=O)(=O)n2cnc(C)c2)ccc1Cl`?
ERK EGF block: 8%

Results for Cc1ccc(Oc2nc3ccccn3c(=O)c2/C=C(\C#N)C(=O)NC2CCS(=O)(=O)C2)cc1 (stereo unspecified) ?
ERK EGF block: -7%[57.5 µM]

Results for CCOC(=O)N1CCN(c2ccc(Cl)cc2)CC1 ?
ERK EGF block: 5%

What do the screens show for `COc1cc(NC(=O)CSc2nc3ccccc3n2-c2ccccc2)c(C)cc1[N+](=O)[O-]`?
ERK EGF block: 27%

What do the screens show for `CCCCN(C)C(=O)c1c[nH]c2ccc(S(=O)(=O)N3CCOCC3)cc2c1=O`?
ERK EGF block: 9%

How did CC1CCC(C(=O)NNC(=O)c2cc(-c3ccco3)[nH]n2)CC1 (stereo unspecified) do in these assays?
ERK EGF block: 2%

Results for COC(=O)c1ccc2c(=O)n(Cc3ccc(C(=O)NC(C)C)cc3)c(=S)[nH]c2c1 ?
ERK EGF block: -12%

Filtered by structure, the compounds so far containing a furan ring, fused or not.
Results for COc1ccc(NC(=O)NCc2ccco2)c(OC)c1 ?
ERK EGF block: 0%

How did O=C(/C(C=Nc1cccc(C(F)(F)F)c1)=C(/O)c1ccco1)C(F)(F)F do in these assays?
ERK EGF block: 27%

How did COc1ccccc1NC(=O)NCc1ccco1 do in these assays?
ERK EGF block: 6%

How did CC1=C(C(=O)Nc2ccc(C)cc2)C(c2ccco2)NC(=O)N1 (stereo unspecified) do in these assays?
ERK EGF block: -11%

Results for COc1cccc(C(C(=O)NC2CCCCC2)N(CC2CCCO2)C(=O)CNC(=O)c2ccco2)c1 (stereo unspecified) ?
ERK EGF block: 5%

How did Cc1cccc(-n2c(-c3ccco3)n[nH]c2=S)c1 do in these assays?
ERK EGF block: 4%

How did O=C(CCc1ccccc1)NC(=S)NCc1ccco1 do in these assays?
ERK EGF block: -5%

How did COc1ccc(C(=O)CSc2nnc(-c3ccco3)c(-c3ccco3)n2)cc1 do in these assays?
ERK EGF block: -2%

What do the screens show for `Cc1ccc(C=Nc2ccccc2C(N)=O)o1`?
ERK EGF block: -4%

What do the screens show for `CCOCCCn1c(=NC(=O)c2ccco2)c(C(=O)OCC)cc2c(=O)n3cccc(C)c3nc21`?
ERK EGF block: -25%[57.5 µM]

How did CC1CCC(C(=O)NNC(=O)c2cc(-c3ccco3)[nH]n2)CC1 (stereo unspecified) do in these assays?
ERK EGF block: 2%

The list is partial; the hit share may differ from the screen's.
